Bioassay records deposited in PubChem by several laboratories.
PPARg SRC-1 ag = PPARgamma-driven SRC-1 recruitment agonism; P37231; activation, % at 8 µM; PPARgamma-SRC-1 coactivator recruitment biochemical assay; AID 631; 0.41% of 200,000 active; in the data active means activation above about 19%;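 further: 0% = DMSO and 100% = reference agonist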
Lmaj promast = Leishmania major promastigote growth inhibition; Leishmania major promastigotes, resazurin fluorescence viability; inhibition, % at 10 µM; 9% of 200,000 active; AID 1063; in the data active means inhibition above about 50%;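 further: promastigotes grown with compound for 44 hours at 28 °C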
PPARg SRC-2 ag = promotes SRC-2 coactivator recruitment by human PPARgamma | P37231 | PPARgamma LBD-SRC-2 recruitment, biochemical | activation, % at 8 µM | 0.34% of 200,000 active | AID 1032; in the data active means activation above about 22%;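 further: 0% = vehicle and 100% = reference agonist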
ROMK mod = human ROMK K+ channel modulation, primary screen; Tet-inducible ROMK, thallium flux fluorescence; actives lie on both sides; B-score at 10 µM; 2% of 130,000 active; AID 1918;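 active means signal ratio slope over the read window, or its plate-corrected B-score, at least 3 SD from the plate mean, either direction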;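 further: B-score of the F/F0 ratio slope over 7 to 12 s after thallium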
Target sequence (P48048 whole entry, looked up): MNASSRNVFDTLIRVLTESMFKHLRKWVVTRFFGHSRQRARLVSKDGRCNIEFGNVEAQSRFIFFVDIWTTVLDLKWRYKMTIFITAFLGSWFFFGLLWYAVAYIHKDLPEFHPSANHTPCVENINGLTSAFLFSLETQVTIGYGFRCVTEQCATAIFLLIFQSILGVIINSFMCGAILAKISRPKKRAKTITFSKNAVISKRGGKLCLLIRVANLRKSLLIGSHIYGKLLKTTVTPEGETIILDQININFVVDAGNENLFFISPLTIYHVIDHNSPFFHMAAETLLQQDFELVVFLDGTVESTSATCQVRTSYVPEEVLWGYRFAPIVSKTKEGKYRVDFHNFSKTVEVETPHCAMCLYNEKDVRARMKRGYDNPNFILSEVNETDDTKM
Redox H2O2 prof = compounds producing H2O2 with reducing agent – biochemical, NIH compound library profiling, artefact control for MLSCN library redox annotation, primary screen | DTT-dependent redox cycling H2O2, phenol red/HRP absorbance; 100% = 100 µM peroxide control, 0% = buffer | 0.03% of 200,000 active | activation, % at 10 µM | AID 878;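 active means activation of at least 50% relative to the plate's high and low controls in the primary single-dose screen; inactive means activation below 50%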;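 further: compound incubated with DTT at 0.8 mM final as the reducing agent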
TR-FRET SRC-2 ct = flags TR-FRET format artefacts in PPARgamma SRC-2 recruitment agonist screen; TR-FRET artefact counter-screen; hits give high values; TR-FRET ratio at 8 µM; 0.4% of 200,000 active; AID 1049; in the data active means TR-FRET ratio above about 2000; further: inactives centre near 1500; reference of the scale not given here
PPARg SRC-3 ag = agonists of human PPARgamma SRC-3 coactivator recruitment | P37231 | biochemical PPARgamma/SRC-3 coactivator recruitment assay | activation, % at 8 µM | 0.26% of 200,000 active; in the data active means activation above about 23%;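 further: 0% = DMSO and 100% = reference agonist; some compounds past the cut are filed as inactive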
bIAP inh = intestinal alkaline phosphatase (bovine) inhibition; purified bovine IAP, CDP-star luminescence, 30 min; inhibition, % at 20 µM; 190,000 tested, under 10 active;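 active means over 50% inhibition of intestinal alkaline phosphatase at 20 µM in the single-dose screen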
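System: purified bovine intestinal alkaline phosphatase (IAP) enzyme; Input: IAP diluted 1/65,000,000 in the well; Measured by: CDP-star luminescence signal; Compound dosing: 20 µM single dose; Incubation: 30 min reaction at room temperature.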
TLR4-MyD88 BLA = TLR4-MyD88 interaction inhibition in cells; HeLa CL3-4 TLR4/MyD88 BLA complementation, FRET ratio; inhibition, % at 8.4 µM; 0.18% of 200,000 active; AID 861; in the data active means inhibition above about 25%;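 further: 0% = vehicle and 100% = reference inhibitor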
S1P3 antagonist = S1P3 (human) receptor antagonism; Q99500; CHO S1P3 NFAT-BLA reporter, FRET fluorescence, antagonist mode; inhibition, % at 4.98 µM; 0.27% of 170,000 active; AID 485;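 active means inhibition above the plate cutoff, the mean inhibition of test wells on that plate plus 3 SD, cut at about 28% in these data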;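 further: cells challenged with S1P at its EC80 of 0.8 µM; blue over green emission ratio from cleaved BLA substrate after 4 h stimulation; 0% = S1P-stimulated wells and 100% = unstimulated DMSO-only wells; some compounds past the cut are filed as inactive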
Target sequence (Q99500 whole entry, looked up): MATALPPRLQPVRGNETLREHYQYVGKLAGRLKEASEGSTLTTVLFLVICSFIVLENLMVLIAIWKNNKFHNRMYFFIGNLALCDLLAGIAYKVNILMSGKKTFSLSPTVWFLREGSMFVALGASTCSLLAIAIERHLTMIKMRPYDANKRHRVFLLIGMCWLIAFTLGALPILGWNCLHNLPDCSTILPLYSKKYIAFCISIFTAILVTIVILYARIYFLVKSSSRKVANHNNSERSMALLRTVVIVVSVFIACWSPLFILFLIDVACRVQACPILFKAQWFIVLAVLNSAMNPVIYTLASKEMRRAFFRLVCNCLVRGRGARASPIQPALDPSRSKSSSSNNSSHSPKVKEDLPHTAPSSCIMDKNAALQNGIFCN
bIAP act = intestinal alkaline phosphatase (bovine) activation; purified bovine IAP, CDP-star luminescence, 30 min; hits give high values; fold of DMSO-control signal, blank-subtracted; activation factor at 20 µM; 0.17% of 200,000 active; AID 1016;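 active means activation factor of 2 or more at 20 µM, a signal rise over negative controls twice the positive control's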
* = called active by the depositor; nt = no result given; & = joins results of further samples.

SMILES	PPARg SRC-1 ag	Lmaj promast	PPARg SRC-2 ag	ROMK mod	Redox H2O2 prof	TR-FRET SRC-2 ct	PPARg SRC-3 ag	bIAP inh	TLR4-MyD88 BLA	S1P3 antagonist	bIAP act
COc1cc(/C=N/NC(=O)C(N)=O)ccc1OCC(=O)N1C(C)CCCC1C (stereo not drawn)	4	-4	-3	0.29	0.8	1732	2	9	-18	-9	0.9
O=C(/C=C/c1ccc(Cl)c([N+](=O)[O-])c1)Nc1cccnc1	-1	-2	0	nt	2.5	1480	7	16	-7	nt	0.8
Cc1ccc(Nc2nc(N)nc(CSc3nccn3C)n2)cc1	-12	3	9	nt	2.2	1475	-5	12	7	12	0.9
Cc1nc(NC(=O)COc2ccccc2)sc1C(=O)Nc1cccc(Cl)c1	0	-1	7	nt	-3.8	1408	-4	4	8	nt	1
COc1ccccc1/C=C/C(=O)OCCCN(C)C	8	2	1	nt	-0.2	1492	0	4	-5	-13	1
CSc1nc(Cc2ccc(Cl)cc2)nc2ccccc12	-6	-1	9	nt	2.8	1347	-1	6	-6	nt	0.9
Clc1c(CSc2nc3ccccc3o2)nc2sccn12	0	7	-5	-0.53	0.2	1517	-6	28	15	nt	0.7
Cc1ccc(OCCNC(=O)/C=C/c2ccc([N+](=O)[O-])cc2)cc1C	-4	-2	9	nt	-3.6	1586	1	5	8	nt	0.9
CC(=O)Nc1sc2c(c1C#N)CCCCC2	2	-12	0	nt	0.0	1387	7	5	2	12	0.9
Cc1cccc(CCNC(=O)CCc2nnc(CCc3ccccc3)o2)n1	2	7	1	0.17	-0.8	1600	3	5	13	-9	0.9
COc1ccccc1Nc1nc(C)cs1	3&4	-4&-7	-4&8	nt	2.5&1.4	1596&1475	-5&7	9&10	-1&-17	-3	0.9&0.9
COc1cccc(C(=O)NC(=S)Nc2nnn(C)n2)c1	0	-9	-4	0.51	-0.1	1512	6	26	-12	11	0.7
COc1ccc(Cc2cnc(N)s2)cc1	-1	-5	-3	nt	-1.0	1731	1	6	7	-8	0.9
COc1cc(/C=N/NC(N)=O)cc(Br)c1OCc1ccc(C)cc1	5	-1	2	nt	-12	1522	-6	20	-1	nt	0.8
O=[N+]([O-])c1cccc(CSc2nnc(Cc3ccccc3)n2-c2ccc(F)cc2)c1	0	1	8	-1.5	0.1	1763	2	1	-6	14	1
Nc1cc(=O)[nH]c(SCc2ccc(Cl)cc2)n1	2	69*	4	-0.3	0.1	1500	-4	15	-2	nt	0.8
N/C(CSc1ccc(Cl)cc1)=N\NC(=O)c1ccncc1	7	4	6	0.48	4.9	1546	0	-45	0	-12	1.4
O=C(COC(=O)COc1ccccc1)Nc1ccccc1OC(F)F	0	-6	-1	nt	-0.2	1481	-7	3	-12	-5	1
COc1ccc(CNc2nc(SCc3cc(=O)n4cc(Cl)ccc4n3)nc3ccccc23)cc1	-2	4	3	nt	1.9	1536	0	0	-8	-7	1
CCOC(=O)c1[nH]c2cc3c(cc2c1NC(=O)CN1CCC(C)CC1)OCO3	10	15	7	0.3	1.1	1768	10	-7	-2	nt	1.1
Cc1cc(C)nc(SC2CCCCC2O)n1 (stereo not drawn)	4	-6	6	nt	0.9	1640	-4	8	6	-27	0.9
N=c1sccn1CC(=O)Nc1cc(S(=O)(=O)N2CCCC2)ccc1Cl	0	0	2	1.3	0.2	1532	3	8	13	-22	0.9
Cc1ccc(NS(=O)(=O)c2ccc(NC(=O)c3cccc(NC(=O)C(C)C)c3)cc2)cc1	-5	56*	4	nt	1.7	1693	-1	-4	15	nt	1
c1ccc(-c2cc3c(N4CCCC4)ncnc3s2)cc1	7	11	3	-0.83	-1.6	1837	7	-12	9	-4	1.1
CCN=C1SC(CC(=O)NCCc2ccc(OC)cc2)C(=O)N1CC (stereo not drawn)	-3	-3	4	1	-0.1	1522	-5	-1	-20	nt	1
Nn1cnc2scc(-c3cccs3)c2c1=O	-5	-6	0	-1.3	-0.2	1638	-2	-2	9	-2	1
COc1ccc(CCNC(=O)Cn2cnc3c(cnn3-c3ccccc3Cl)c2=O)cc1OC	6	1	4	-0.65	-0.7	1704	0	1	10	1	1
CC(C)(O)C(=O)NN(C(=O)c1ccccc1)c1ccc2ccccc2c1	7	-7	-2	nt	1.6	1369	0	-2	9	nt	1
CCn1c(=O)c(C(=O)Nc2ncccc2C)c(O)c2ccccc21	3	3	3	0.46	-0.9	1502	3	7	9	-14	0.9
CCCNC(=O)Cn1nc([N+](=O)[O-])c([N+](=O)[O-])c1C	-6	24	-1	-0.44	-0.4	1480	2	24	-3	0	0.8
CCOC(=O)c1cnc2ccc(C(=O)OC)cc2c1Nc1ccc2c(c1)OCCO2	2	0	4	nt	0.1	1772	10	4	-2	nt	1
O=C(NCC1CCCO1)NC1CCCCC1 (stereo not drawn)	1	-3	1	0.26	0.9	1470	0	-10	4	nt	1.1
Cc1ccnc(NS(=O)(=O)c2ccc(NC(=O)c3ccc(S(=O)(=O)N4CCCC4)cc3)cc2)n1	10	-7	1	1.5	0.4	1523	3	4	-17	-18	1
CC(C)n1nnnc1SCC(=O)NNC(=O)C1CCCCC1	10	-5	2	nt	-0.2	1551	9	-20	-8	nt	1.2
Cc1ccc(C(=O)NC(=S)Nc2ccc(-c3cc4ccccc4oc3=O)cc2)c(C)c1	0	-9	-6	nt	2.9	1481	3	13	3	nt	0.9
COc1ccc(CCn2nnnc2C(c2ccc(C)cc2)N2CCN(C)CC2)cc1OC (stereo not drawn)	-6	-2	1	nt	-3.4	1656	3	-4	13	-33	1
CCCCCCNC(=O)c1cccc(-c2ccc(C)c3ccccc23)n1	11	6	4	1.1	-0.4	1454	1	18	-11	-24	0.8
COc1ccc(-n2c(Cn3c(=O)sc4ccccc43)nnc2SCC(N)=O)cc1	-2	-4	-2	nt	-0.9	1514	-4	-1	10	-3	1
CC(Oc1ccc(F)cc1)C(=O)/C=C\N(C)C (stereo not drawn)	2	-6	0	nt	2.0	1480	-5	8	-3	nt	0.9
COc1cc(CNC2CCCCCC2)cc(OC)c1	-2	5	6	1.2	0.1	1462	4	15	4	nt	0.8
Cc1c(C#N)c(N)nc2c3c(sc12)NC(=O)CC3c1ccc(Cl)cc1 (stereo not drawn)	1	31	1	nt	0.5	1536	-2	3	3	-8	1
COc1ccc2cc3c(N)nn(C(=O)C4CCC(C(C)(C)C)CC4)c3nc2c1 (stereo not drawn)	-2	35	-2	-0.036	1.3	1346	1	18	2	2	0.8
CC(C)=CC(=O)NCc1c(Cl)cccc1-n1cccc1	3	-3	-3	nt	16	1373	-5	1	8	nt	1
CC(C)(C)N(NC(=O)c1ccccc1)C(=O)c1ccc(C(=O)N(NC(=O)c2ccccc2)C(C)(C)C)cc1	5	20	6	0	-0.6	1652	8	6	2	-1	0.9
Cc1ccc(C(=O)N2CCc3ccccc32)o1	-9	7	0	-0.51	0.0	1464	-2	1	-12	-8	1

Reformatted with values under each structure: entries from further up
Fields – PPARg SRC-1 ag, Lmaj promast, PPARg SRC-2 ag, ROMK mod, Redox H2O2 prof, TR-FRET SRC-2 ct, PPARg SRC-3 ag, bIAP inh, TLR4-MyD88 BLA, S1P3 antagonist, bIAP act
N=c1sccn1CC(=O)Nc1cc(S(=O)(=O)N2CCCC2)ccc1Cl
 : 0, 0, 2, 1.3, 0.2, 1532, 3, 8, 13, -22, 0.9
Cc1ccc(NS(=O)(=O)c2ccc(NC(=O)c3cccc(NC(=O)C(C)C)c3)cc2)cc1
 : -5, 56*, 4, nt, 1.7, 1693, -1, -4, 15, nt, 1
c1ccc(-c2cc3c(N4CCCC4)ncnc3s2)cc1
 : 7, 11, 3, -0.83, -1.6, 1837, 7, -12, 9, -4, 1.1
CCN=C1SC(CC(=O)NCCc2ccc(OC)cc2)C(=O)N1CC (stereo not drawn)
 : -3, -3, 4, 1, -0.1, 1522, -5, -1, -20, nt, 1
Nn1cnc2scc(-c3cccs3)c2c1=O
 : -5, -6, 0, -1.3, -0.2, 1638, -2, -2, 9, -2, 1
COc1ccc(CCNC(=O)Cn2cnc3c(cnn3-c3ccccc3Cl)c2=O)cc1OC
 : 6, 1, 4, -0.65, -0.7, 1704, 0, 1, 10, 1, 1
CC(C)(O)C(=O)NN(C(=O)c1ccccc1)c1ccc2ccccc2c1
 : 7, -7, -2, nt, 1.6, 1369, 0, -2, 9, nt, 1
CCn1c(=O)c(C(=O)Nc2ncccc2C)c(O)c2ccccc21
 : 3, 3, 3, 0.46, -0.9, 1502, 3, 7, 9, -14, 0.9
CCCNC(=O)Cn1nc([N+](=O)[O-])c([N+](=O)[O-])c1C
 : -6, 24, -1, -0.44, -0.4, 1480, 2, 24, -3, 0, 0.8
CCOC(=O)c1cnc2ccc(C(=O)OC)cc2c1Nc1ccc2c(c1)OCCO2
 : 2, 0, 4, nt, 0.1, 1772, 10, 4, -2, nt, 1
O=C(NCC1CCCO1)NC1CCCCC1 (stereo not drawn)
 : 1, -3, 1, 0.26, 0.9, 1470, 0, -10, 4, nt, 1.1

Additional results follow:
SMILES	PPARg SRC-1 ag	Lmaj promast	PPARg SRC-2 ag	ROMK mod	Redox H2O2 prof	TR-FRET SRC-2 ct	PPARg SRC-3 ag	bIAP inh	TLR4-MyD88 BLA	S1P3 antagonist	bIAP act
CC1CCN(CCCOc2ccc(OCc3ccccc3)cc2)CC1	-5	100*	6	-1.8	0.0	1583	0	-7	2	nt	1.1
COc1ccc(-c2cc(C(F)(F)F)nc(-n3cc(Br)cn3)n2)cc1	-3	-3	2	1.6	0.1	1532	-8	11	-5	nt	0.9
Cc1ccc(C(=O)CCC(=O)CCC(=O)O)cc1	6	-3	5	0.95	0.8	1630	-4	nt	-1	nt	nt
OC(c1ccccc1)c1cccnc1 (stereo not drawn)	4	-4	-1	-0.11	-0.6	1677	5	2	-4	-18	1
O=C(CN(C(=O)CNC(=O)c1cccs1)c1ccc2c(c1)OCCO2)NC1CCCC1	5	5	6	nt	-0.8	1537	0	13	9	nt	0.9
Cc1ccc(Nc2c([N+](=O)[O-])c(=O)oc3ccccc23)cc1	-4	6	-1	0.13	-0.4	1524	-1	4	-10	-4	1
CCN1CCN(c2c(C(=O)c3ccc(OC)cc3)cnc3ccccc23)CC1	6	-1	3	0.74	-1.9	1673	0	2	-2	-9	1
O=C(NCCC1=CCCCC1)C(=O)NCC1OCCCN1S(=O)(=O)c1ccccc1 (stereo not drawn)	7	96*	0	-0.33	0.2	1651	7	10	-1	4	0.9
CCOc1cc(C2C3=C(CCCC3=O)N(C)C3=C2C(=O)CCC3)cc(Cl)c1O	-6	4	10	-0.06	1.5	1403	4	2	4	nt	1
